# Screens from PubChem BioAssay.
# TDP1 block: blocks human tyrosyl-DNA phosphodiesterase 1 | Q9NUW8 | 350,000 compounds, 0.28% hits | recombinant TDP1, AlphaScreen DNA substrate cleavage | Potency, µM (highest dose often 130 µM), without a hit: at the highest dose activity change, negative = inhibition, usual class: inhibitors; further: nearly all actives have a fitted effect of over 40% in size
# Target sequence (Q9NUW8 whole entry, looked up): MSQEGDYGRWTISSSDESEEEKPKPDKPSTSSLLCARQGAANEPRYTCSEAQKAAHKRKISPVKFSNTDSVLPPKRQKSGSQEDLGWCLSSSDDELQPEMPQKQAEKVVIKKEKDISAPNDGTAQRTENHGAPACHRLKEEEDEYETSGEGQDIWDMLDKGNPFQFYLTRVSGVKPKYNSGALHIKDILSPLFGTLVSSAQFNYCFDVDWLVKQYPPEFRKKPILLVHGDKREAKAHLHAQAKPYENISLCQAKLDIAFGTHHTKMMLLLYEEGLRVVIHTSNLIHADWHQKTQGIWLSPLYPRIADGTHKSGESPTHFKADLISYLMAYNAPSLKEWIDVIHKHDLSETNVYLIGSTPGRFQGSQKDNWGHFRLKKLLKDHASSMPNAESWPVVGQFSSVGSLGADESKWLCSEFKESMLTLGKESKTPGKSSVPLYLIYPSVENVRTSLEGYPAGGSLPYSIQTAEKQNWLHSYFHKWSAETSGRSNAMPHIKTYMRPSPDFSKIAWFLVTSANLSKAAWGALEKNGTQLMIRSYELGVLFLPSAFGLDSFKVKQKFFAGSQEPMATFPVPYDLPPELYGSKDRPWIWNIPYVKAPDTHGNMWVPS
#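 Here, a 5' biotin and 3' phosphotyrosine-FITC DNA oligonucleotide reports Tdp1 activity: intact substrate bridges AlphaScreen beads, while cleavage leaves a 3' phosphate and drops signal. All incubations at room temperature.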
# TDP1 cell noCPT: qHTS for Inhibitors of human tyrosyl-DNA phosphodiesterase 1 (TDP1): qHTS in cells in absence of CPT. DT40 Tdp1-/- hTDP1 cells, no CPT, ATP luminescence, 48 h. Potency, µM (doses to about 46.2 µM), inactives show at the top dose activity change, negative = growth inhibition, actives largely listed as inhibitors. 420,000 compounds, 15% hits. AID 686978, 2013; further: nearly all actives have a fitted effect of over 55% in size
#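 No-CPT arm: Tdp1-/-;hTDP1 DT40 cells (400/well) plus compounds, incubated ≥48 hr at 37 °C. Readout CellTiter-Glo luminescence.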
# DT40 TDP1 CPT: growth inhibition of DT40 Tdp1-/-;hTDP1 cells with camptothecin (screen for TDP1 inhibitors); 420,000 compounds, 12% hits; chicken DT40 Tdp1-/-;hTDP1 cells + 20 nM CPT, ATP luminescence, 48 h; Potency, µM (top dose mostly 46.2 µM), inactives show at the highest dose activity change, negative = growth inhibition, actives largely listed as inhibitors; further: nearly all actives have a fitted effect of over 55% in size
#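 Cell growth measured by CellTiter-Glo luminescence after a minimum 48 h, 37 C compound exposure with 20 nM CPT in Tdp1-knockout DT40 cells stably expressing hTDP1, seeded 400/well; qHTS titration format.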
# The depositor's hits bear a star; ? = inconclusive; . = no result given; & = joins results of further samples; [ ] = remark or other dose. The call rests on the fitted dose curve; in most records, active means well fitted curve in the direction sought with a large enough effect; inconclusive means small, poorly fitted or top-dose-only effect, or another doubt; inactive means no such curve, though single readings can be large; an effect the other way counts as inactive or inconclusive. On the % scale 0 is the no-effect control and ±100 the full control effect; potency means the concentration at half of the fitted maximal effect.
mol | TDP1 block | TDP1 cell noCPT | DT40 TDP1 CPT
O=C(O)C1=C[C@@H](c2ccc(Br)cc2)C[C@@H](OCc2ccc(CO)cc2)O1 | -12% | 3% | 1%
C#CCOn1c(-n2nc(C)cc2C)nc2ccccc2c1=O | . | ? | -7%
COc1ccc(N(CC(=O)NC2CCS(=O)(=O)C2)S(=O)(=O)c2ccc(Cl)c(Cl)c2)cc1 (stereo not given) | -7% | -20% | -20%
O=C(N/N=C/c1ccco1)c1cccc(NC(=O)c2ccccc2Cl)c1 | 10% | -8% | -3%
Cc1ccc(C(=O)N2CCCC(CCC(=O)N3CCN(c4ccccn4)CC3)C2)s1 (stereo not given) | 6% | ? | ?
Cc1ccccc1CNC(=O)C(=O)NCC(c1ccco1)S(=O)(=O)c1ccccc1 (stereo not given) | 3% | ? | -18%
Fc1ccc(NC(=S)NCCc2ccc(Cl)cc2)cc1 | 5% | 23µM* | ?
CC1CC(C)CN(S(=O)(=O)c2cccc(C(=O)N3CCN(c4ccc(F)cc4)CC3)c2)C1 (stereo not given) | 2% | 21µM* | ?
CCN(CC)c1ccc(CNc2nc3ccccc3n2CCN2CCOCC2)cc1 | 10% | 18µM* | ?
Cc1cc(N2CCN(C)CC2)nc(=S)[nH]1 | 0% | -17% | 8%
Cn1c(O)c(N=NC(=O)c2ccccc2O)c2ccccc21 | ? | 16µM* | 13µM*
COc1cc(C2CC(=O)N(c3ccc(C)c(Cl)c3)C3=C2C(=O)OC3)cc(OC)c1OC (stereo not given) | -7% | -12% | -19%
O=C(CCN1C(=O)/C(=C/c2cccs2)SC1=S)N1CCCCC1 | . | 7.3µM* | 5.8µM*
CC(C)c1ccc(NC(=O)C2CCCN(S(=O)(=O)c3ccc(Br)s3)C2)cc1 (stereo not given) | 5% | ? | ?
COc1cc([N+](=O)[O-])ccc1NC(=O)NNC(=O)c1sccc1C | 5%[56.1 µM] | 18% | -3%
S=c1[nH]nc(-c2ccccc2)n1/N=C/c1ccc(Cl)cc1 | . | -25% | -28%
Cc1ccc(NC(=O)C2CCCN(S(=O)(=O)c3c(C)nn(C)c3C)C2)c(C)c1 (stereo not given) | 2% | ? | ?
CCSC1=N/C(=C\c2ccc(OC)cc2)C(=O)N1 | -6% | ? | -2%
O=C(CSC1=NS(=O)(=O)c2cc(F)ccc2N1)NCCc1ccccc1 | -3%[0.505 µM] | -1% | 2%
Cc1snc(SCC(=O)c2ccc(Cl)cc2)c1C#N | 9% | ? | -15%
CCNC(=S)N1CCN(CCN2C(=O)c3cccc4cccc(c34)C2=O)CC1 | -2% | ? | -27%
Cc1cc(NC(=O)c2ccccc2)ncc1NC(=O)c1ccco1 | 3% | ? | ?
Nc1sccc1C(=O)NC1CC1 | . | -7% | 10%
Cc1ccc(S(=O)(=O)N2CCC(=O)N2)cc1 | -12% | ? | ?
CCN1CCN(C(=O)c2cnn3c(C(F)F)cc(-c4ccc(C)cc4)nc23)CC1 | -2% | ? | -19%
Clc1nc2sccn2c1/C=N/n1cnc2ccccc21 | -2% | ? | ?
O=C(Cn1cnnn1)Nc1cccc([N+](=O)[O-])c1 | -3% | -3% | -17%
CN(C(=O)CC(=O)Nc1ccc(Cl)c(Cl)c1)c1ccccc1 | 6% | -2% | -10%
O=C(c1ccccc1)c1c[nH]cc1-c1ccccc1 | -5% | -12% | 0%
CSc1cccc(Nc2nc3c(S(=O)(=O)c4ccccc4)nnn3c3ccc(Cl)cc23)c1 | -3% | ? | ?
CC1CC1C(=O)OCC(=O)Nc1ccc(Cl)cn1 (stereo not given) | -3% | 2% | 4%
Clc1ccc(CO/N=C/c2c(-c3ccccc3)nc3n2CCS3)c(Cl)c1 | 1% | ? | ?
O=C1CC(c2ccccc2)CC(O)=C1C=Nc1ccccc1O (stereo not given) | 1% | ? | ?
CC1CN(C(=O)COc2ncnc3ccccc23)CC(C)O1 (stereo not given) | -2% | 11% | 0%
O=C1NC(=O)C(=Cc2ccccc2)N1 | . | -5% | 20%
O=S1(=O)N=C(N/N=C/c2cccs2)c2ccccc21 | . | ? | -6%
Cc1cccc(N2CCN(C(=O)c3ccc4c(c3)c(C)c(C)n4C)CC2C)c1 (stereo not given) | 13%&13% | 21µM* | 16µM*
Cc1ccccc1OCC(=O)NCCN1CCCC1 | 3% | -6% | -3%
COC(=O)c1c(NC(=O)CSc2nc3ccccc3c(=O)n2Cc2ccco2)sc(C)c1C | 3% | ? | -24%
COc1cccc(C(=O)N2CCN(C(=O)COc3ccc4ccccc4c3)CC2)c1 | . | ? | -63%
CC(=O)Nc1nc2cc3c(cc2s1)OCCO3 | . | 23µM* | ?
Cc1ccc(C(=O)NCc2ccco2)cc1S(=O)(=O)Nc1cccc(C)c1C | 9% | -16% | ?
CCOc1ccccc1NC(=O)c1cc(C(=O)Nc2ccccc2OCC)cc(N2C(=O)CCC2=O)c1 | 0% | -3% | -17%
Cc1ccccc1-c1csc(C(O)c2cccnc2)n1 (stereo not given) | . | ? | ?
CN1CCN(c2ccc(S(=O)(=O)N3CCCCC3)cc2N)CC1 | 2% | 5% | -24%
CC1(C)CC2CC(C)(CN2C(=O)C23CCC(C)(C(=O)C2)C3(C)C)C1 (stereo not given) | 2% | ? | ?
COc1ccc(NC(=O)CC2C(=O)NC3CCCCC3N2C(=O)c2ccc(F)cc2)cc1 (stereo not given) | . | -20% | 4%
CNC(=O)CSc1nc2ccccc2c(=O)n1C1CCCCC1 | 2% | ? | -8%
COc1cc(C(=S)NCc2ccccc2)cc(Br)c1O | 5% | ? | ?
O=S(=O)(c1ccc(F)cc1)c1nc(-c2ccccc2)oc1N1CCOCC1 | 6%[56.1 µM] | -23% | -26%
Cn1c(C(=O)NCc2cccs2)cc2oc3ccccc3c21 | 7% | ? | ?
COc1ccc(NC(=O)CN(C)C(=O)C(Sc2ccccc2)c2ccccc2)cc1 (stereo not given) | -1% | ? | 16µM*
O=C(COC(=O)c1cccnc1Cl)Nc1nc(-c2ccccc2)cs1 | 5% | -7% | -16%
COC(=O)c1ccc(CN=C(NS(=O)(=O)c2ccccc2)c2ccccc2)cc1 | 2% | -27% | ?
C[C@H]1CN([C@@H](C)CO)C(=O)CCCn2nncc2CO[C@@H]1CN(C)Cc1cccc(C(=O)O)c1 | . | 18% | 5%
CCOc1ccc(NC(=O)C2CCC(CNS(=O)(=O)c3ccc4c(c3)CCCC(=O)N4)CC2)cc1 (stereo not given) | 0% | -16% | -11%
COc1ccccc1NS(=O)(=O)c1cc(NC(=O)c2cc(=O)[nH]c3ccccc23)ccc1N1CCOCC1 | 6% | ? | ?
O=C(Cc1ccccc1)Nc1ccc(NC(=O)c2ccco2)cc1 | -15% | -24% | 3%
O=C(c1[nH]c(C(F)(F)F)nc1-c1ccccc1)N1CCN(C(=O)C2CCCO2)CC1 (stereo not given) | . | 9% | -4%
Cn1c(=O)c2[nH]c(SCCN3CCOCC3)nc2n(C)c1=S | . | -10% | ?

# Full records from above. Order of values: TDP1 block, TDP1 cell noCPT, DT40 TDP1 CPT
# Profile of `Cn1c(=O)c2[nH]c(SCCN3CCOCC3)nc2n(C)c1=S` = ., -10%, ?
# Profile of `O=S(=O)(c1ccc(F)cc1)c1nc(-c2ccccc2)oc1N1CCOCC1` = 6%[56.1 µM], -23%, -26%

# Molecules listed so far that have an aryl thioether with sulfur outside any ring (6):
mol | TDP1 block | TDP1 cell noCPT | DT40 TDP1 CPT
Cc1snc(SCC(=O)c2ccc(Cl)cc2)c1C#N | 9% | ? | -15%
CSc1cccc(Nc2nc3c(S(=O)(=O)c4ccccc4)nnn3c3ccc(Cl)cc23)c1 | -3% | ? | ?
COC(=O)c1c(NC(=O)CSc2nc3ccccc3c(=O)n2Cc2ccco2)sc(C)c1C | 3% | ? | -24%
CNC(=O)CSc1nc2ccccc2c(=O)n1C1CCCCC1 | 2% | ? | -8%
COc1ccc(NC(=O)CN(C)C(=O)C(Sc2ccccc2)c2ccccc2)cc1 (stereo not given) | -1% | ? | 16µM*
Cn1c(=O)c2[nH]c(SCCN3CCOCC3)nc2n(C)c1=S | . | -10% | ?

# Next section
mol | TDP1 block | TDP1 cell noCPT | DT40 TDP1 CPT
COc1ccccc1/C=N/NC(=O)c1csc(C)c1C | -3% | -8% | 7%
Cc1c(NC(=O)c2cc(-c3ccc(Cl)cc3)on2)c(=O)n(-c2ccccc2)n1C | 1%&3% | ? | ?
COc1ccc(Sc2ccc(/C=C3\C(=O)NN(c4ccccc4)C3=O)o2)cc1 | 8% | ? | ?
O=C(c1ccccc1F)N(NC(=O)C(O)(c1ccccc1)c1ccccc1)c1ccccc1 | 3% | ? | ?
CCCCNC(=O)CSc1nc(O)c(Cc2ccc(OC)cc2)c(=O)[nH]1 | 1% | -1% | 10%
CCOc1ccc(N(CC)C(=O)CCS(=O)(=O)c2cccc3nonc23)cc1 | 12% | -30% | -8%
CCCS(=O)(=O)NC(=O)C1(C)CCCN(C(=O)c2ccco2)C1 (stereo not given) | . | 6% | 0%
Cc1ccc([C@H]2C[C@@H](n3cc(COC(=O)c4ccccc4)nn3)[C@H](O)CN2CC2CCCCC2)cc1 | . | ? | ?
O=C(Nc1ccncc1)c1cc(S(=O)(=O)N2CCCC2)ccc1Cl | -1% | ? | ?
CC(C)CC(C(=O)NCc1ccc(F)cc1)N1Cc2ccccc2C1=O (stereo not given) | 5% | ? | ?
COc1cccc(CNC(=O)CSc2n[nH]c(-c3ccccc3Cl)n2)c1 | 3% | ? | -25%
COc1ccc2oc(-c3ccccc3)c(C(N)=O)c2c1 | -4% | -21% | -21%
CCOC(=O)c1c(C)[nH]c(C(=O)COC(=O)/C=C/c2cccc(OC)c2OC)c1C | 3% | -13% | -4%
CC(=O)CCn1cc([N+](=O)[O-])nc1C | 1% | 10% | -5%
CCOC(=O)[C@H]1[C@H]2COc3ccc(C)cc3[C@@H]2N2C(=O)CN(Cc3ccc(C)cc3)C(=O)[C@@]12C | 1% | ? | ?
COc1cccc(CNC(=S)Nc2ccc3c(c2)c(=O)n(C)n3Cc2ccccc2)c1 | . | ? | ?
Cn1ncc(C#N)c1NC(=O)c1nn2cccnc2c1Cl | -2% | 0% | 3%
CN(Cc1ccccc1)C(=O)c1nc(-c2ccc(Cl)cc2)n2c1CCCCC2 | 11% | ? | ?
O=C(OCC(=O)N1CCCC1=O)c1cc(S(=O)(=O)N2CCOCC2)ccc1F | . | -3% | -19%
O=C1OCC=C1NNC(=O)c1cccnc1 | 2% | -12% | -11%
Cc1ccc(S(=O)(=O)n2ccc3cccnc32)cc1 | 0% | -13% | 2%
CC(C)(C)NC(=O)C(c1c[nH]c2ccccc12)N(C(=O)Cn1nnc(-c2ccc(Cl)cc2)n1)c1ccccc1F (stereo not given) | -3% | ? | ?
O=C1CNC(=O)N1CC(=O)N1CCCc2ccccc21 | 4% | 4% | -5%
CNC(=O)C1CCC(Cn2c(=O)c3sccc3n(CC(=O)Nc3cc(C)cc(C)c3)c2=O)CC1 (stereo not given) | 10% | 10µM* | ?
O=C(C1=C(O)C(=O)N(Cc2ccccc2)C1c1ccncc1)c1ccco1 (stereo not given) | 3% | 14% | 0%
CC(C)(C)NC(=O)COC(=O)c1ccccc1OCC(=O)Nc1ccc(Br)cc1 | 3% | -27% | -3%
COc1cccc(N2C(=NC(=O)c3ccccc3)SC3CS(=O)(=O)CC32)c1 (stereo not given) | 6% | 12% | 3%
COc1ccccc1CN1CC(C(=O)N2CCC(OC)CC2)CCC1=O (stereo not given) | 5% | -4% | -8%
Cc1ccc(C)c(N2CCN(C(=O)c3cc4c(=O)n(Cc5ccccc5)ccc4nc3C)CC2)c1 | 6% | 23µM* | 16µM*
O=C(NCC1CCCO1)c1cccnc1NCc1ccc(F)cc1 (stereo not given) | -5% | -21% | 2%
CC1CCC/C(=N\NC(=O)Nc2ccccc2)C1 (stereo not given) | 3% | -10% | 12%
CC(=O)N1CCC2(CC1)C/C(=N\NC(=S)Nc1ccccc1F)c1cc(O)ccc1O2 | 10% | -14% | -18%
CC1=C(C(=O)N(C(C)C)C(C)C)CC(CC(=O)NCc2cccs2)C(=O)N1Cc1ccc(C(C)(C)C)cc1 (stereo not given) | . | 23µM* | ?
Cc1ncc2c(c1CNC(=O)c1cncs1)CCN(C(=O)c1ccsc1)C2 | . | -1% | -9%
C#CCOC(=O)Nc1cnccc1C(F)(F)F | 5% | 0% | -4%
CCC(=O)OC1(C#CCOc2ccc(OC)cc2)CCN(C)CC1 | 2% | ? | ?
C/C(=N\NC(=O)CSCc1ccc([N+](=O)[O-])cc1)c1cccc(Br)c1 | 8% | 18µM* | 10µM*
COc1ccccc1-c1ccc([C@@H]2C[C@H]3[C@H](CON3C)CN2C(=O)c2ccco2)cc1 | . | ? | -12%
CCN(c1cccc(C)c1)c1ncnc2nc[nH]c12 | 3% | -30% | -28%
c1coc(CSCc2cn3cccnc3n2)c1 | . | -5% | -5%
